MmCpn inh = blocks the Methanococcus maripaludis chaperonin Mm-Cpn | purified Mm-Cpn ATPase, ADP Transcreener TR-FRET | Potency, µM (highest dose often 76.9 µM), for the others: top-dose activity, negative = inhibition, usual class: inhibitors | 0.031% of 330,000 active; also: potency is read from the fitted curve at half-maximal effect; % is scaled to controls: 0 for no effect and ±100 for the full control effect; nearly all actives have a fitted effect of over 80% in size
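ATPase turnover read by TR-FRET ADP competition (Eu cryptate antibody/ADP-d2, 665/590 nm): 10uM ATP final, 25nM Mm-CPN final, 30 min 37degC after 10-min compound preincubation, pH 7.4 Tris/KCl/MgCl2/DTT buffer.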
DRD3 antagonist = D3 dopamine receptor (human) antagonism; 2.5% of 360,000 active; D3R cells, DiscoveRx beta-arrestin luminescence, antagonist mode; hits give low values; max response, negative = inhibition, %; P35462; in the data active = max response below about -50%; inconclusive = no clear call, values can overlap the other calls; also: % is scaled to controls: 0 for no effect and ±100 for the full control effect; mostly tested at two doses, the higher about 12 µM
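Cells expressing the human receptor were seeded at 1500 cells/well, incubated overnight at 37 degrees C in 5% CO2, then exposed to library compounds with dopamine controls for 90 minutes at 37 degrees C before luminescent detection.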
EPAC2 agonist = activates human EPAC2 exchange factor. EPAC2 activation, biochemical qHTS; response scale: 100% = 6.5 mM cAMP response. 0.079% of 360,000 active. AID 720711. Q8WZA2. Potency, µM (highest dose often 154 µM), inactives show top-dose activation, hits mostly activators; also: potency is read from the fitted curve at half-maximal effect; nearly all actives have a fitted effect of over 50% in size
Target sequence (Q8WZA2 whole entry, looked up): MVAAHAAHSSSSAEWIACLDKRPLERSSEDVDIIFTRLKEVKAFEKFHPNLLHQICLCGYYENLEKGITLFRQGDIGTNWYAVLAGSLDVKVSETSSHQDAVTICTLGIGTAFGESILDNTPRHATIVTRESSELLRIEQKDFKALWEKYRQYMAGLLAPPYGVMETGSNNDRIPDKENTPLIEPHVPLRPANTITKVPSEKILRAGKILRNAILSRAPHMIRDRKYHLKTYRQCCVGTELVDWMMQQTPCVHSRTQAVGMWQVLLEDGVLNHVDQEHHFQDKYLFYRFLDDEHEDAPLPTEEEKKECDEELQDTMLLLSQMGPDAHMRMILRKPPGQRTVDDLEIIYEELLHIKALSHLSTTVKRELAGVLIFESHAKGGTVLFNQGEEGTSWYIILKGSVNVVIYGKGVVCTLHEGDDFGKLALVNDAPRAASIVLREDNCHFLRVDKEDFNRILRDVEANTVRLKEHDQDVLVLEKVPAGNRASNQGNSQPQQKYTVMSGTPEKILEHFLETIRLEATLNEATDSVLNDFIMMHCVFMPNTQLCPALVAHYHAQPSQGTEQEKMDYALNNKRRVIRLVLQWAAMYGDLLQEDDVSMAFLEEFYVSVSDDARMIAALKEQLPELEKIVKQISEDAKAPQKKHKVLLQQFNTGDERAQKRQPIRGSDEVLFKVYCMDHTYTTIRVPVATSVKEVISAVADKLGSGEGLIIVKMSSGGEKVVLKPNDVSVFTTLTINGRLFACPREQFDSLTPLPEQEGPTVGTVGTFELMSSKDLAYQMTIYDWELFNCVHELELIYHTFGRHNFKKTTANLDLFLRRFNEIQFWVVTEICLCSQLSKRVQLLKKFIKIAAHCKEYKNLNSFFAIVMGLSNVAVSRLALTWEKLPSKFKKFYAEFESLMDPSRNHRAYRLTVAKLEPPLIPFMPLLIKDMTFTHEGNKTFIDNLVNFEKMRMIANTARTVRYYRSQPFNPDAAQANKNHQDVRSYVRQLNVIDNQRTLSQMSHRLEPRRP
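Compounds were titrated in qHTS against a Rap1B-BODIPY-GDP (250 nM) complex with EPAC2 (100 nM) and GDP (50 uM). BODIPY-GDP release tracked at 480/540 nm over 30 min at room temperature, normalized to 6.5 mM cAMP.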
EPAC2 antag = EPAC2 (human) antagonism; EPAC2 GEF exchange of Rap1B-BODIPY-GDP, fluorescence; 0.18% of 360,000 active; Potency, µM (doses to about 114 µM), for the others: at the highest dose activity, negative = inhibition, actives largely listed as inhibitors; Q8WZA2; also: potency is read from the fitted curve at half-maximal effect; % is scaled to controls: 0 for no effect and ±100 for the full control effect; nearly all actives have a fitted effect of over 45% in size; many of its hits are not listed in these tables
CCT modulator = modulators of cytosolic chaperonin (CCT/TRiC) activity | purified chaperonin ATPase assay, HTRF ADP detection, 30 min | activity change, % (test concentration not listed), hits read low | 0.3% of 360,000 active; in the data active = activity change below about -30%; also: % is scaled to controls: 0 for no effect and ±100 for the full control effect
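TRiC (40 or 20 nM final, by batch activity) in 30 mM Tris pH 7.4, 100 mM KCl, 5 mM MgCl2, 1 mM DTT was treated with compound at 76 uM single dose, then 10 uM ATP, 30 min at 37 °C. ADP was read by HTRF Transcreener.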
D3 ag = agonists of human D3 dopamine receptor; P35462; D3R DiscoveRx beta-arrestin cells, luminescence, 90 min; max activation, %; 0.58% of 410,000 active; AID 652048; in the data active = max activation above about 30%; also: 0% is about no effect; mostly tested at two doses, the higher about 12 µM
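Agonist mode: compounds and dopamine controls were applied to plated cells for 90 min at 37 degrees C after an overnight attachment at 1500 cells/well. Luminescent read-out followed 30 - 60 minutes at room temperature with DiscoveRx detection reagent.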
PTHR1 agonist = PTHR1 (human) receptor agonism. Q03431. AID 743266. 0.075% of 410,000 active. Potency, µM (series often up to 115 µM), without a hit: at the highest dose activation, most hits filed as activators. HEK293 GP2 PTHR1 cells, GloSensor cAMP luminescence, 1 h; also: potency is read from the fitted curve at half-maximal effect; nearly all actives have a fitted effect of over 55% in size; some results filed as inactive show a strong effect at the top dose; inactives centre near -15; many of its hits are not listed in these tables
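HEK-293-derived GP2 cells expressing PTHR1 and a GloSensor cAMP reporter, 3,000/well, plated overnight, given luciferin plus IBMX (each 0.5 mM as added) for 1 h at 37 °C, then compound for 1 h at 37 °C. Luminescence was read after 15 min at room temperature.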
pAkt inh = inhibitors of Akt phosphorylation. 0.32% of 360,000 active. AID 651550. activity change, % for hits at 50 µM. Neuro2A IGF-stimulated pAkt S473 HTRF, 20 min; hits give low values; in the data active = activity change below about -80%; inconclusive = mostly about -51% to -80%; also: % is scaled to controls: 0 for no effect and ±100 for the full control effect
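Neuro2A cells (4,500/well, DMEM with 0.5% FBS) were treated with compound at a single 50 µM final concentration, stimulated with 6 nM IGF for 20 min at 37 °C, and lysed. Phospho-Akt Ser473 was read by HTRF as 665/615 ratio ×10^4.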
The depositor's hits bear a star; & = joins results of further samples; [ ] = dose if it differs, or a comment. Unless noted, calls follow the shape of the dose curve; as a rule, active = well fitted curve in the direction sought with a large enough effect; inconclusive = small, poorly fitted or top-dose-only effect, or another doubt; inactive = no such curve, though single readings can be large; an effect the other way counts as inactive or inconclusive. The list is partial, so the mix of outcomes need not match the whole.

How did COc1ccc2oc(=O)c(C(C)=O)cc2c1 do in these assays?
MmCpn inh: 0%; DRD3 antagonist: -10; EPAC2 agonist: 0%; EPAC2 antag: 5%; CCT modulator: -4.3; D3 ag: -1; PTHR1 agonist: 0%[57.5 µM]; pAkt inh: inactive

How did COCCN(Cc1cc2cc3c(cc2nc1Cl)OCO3)C(=O)Nc1ccccc1OC do in these assays?
MmCpn inh: 0%; DRD3 antagonist: 11; EPAC2 agonist: 1%; EPAC2 antag: 5%; CCT modulator: 3.6; D3 ag: 1; PTHR1 agonist: inactive; pAkt inh: inactive

What do the screens show for `Cc1cc(C)c(OCCN(C)Cc2ccccc2)c(Br)c1`?
MmCpn inh: -1%; DRD3 antagonist: -56*; EPAC2 agonist: 7%; EPAC2 antag: 1%; CCT modulator: 2.0; D3 ag: -38; PTHR1 agonist: -14%; pAkt inh: inactive

How did CC1(C)N=C2C(=[N+]1[O-])CCC/C2=N\O do in these assays?
MmCpn inh: 1%; DRD3 antagonist: 7; EPAC2 agonist: 1%; EPAC2 antag: 4%; CCT modulator: -1.3; D3 ag: 1; PTHR1 agonist: inactive; pAkt inh: inactive

How did COC(=O)CNC(=O)COC(=O)Cc1ccc(Cl)cc1 do in these assays?
MmCpn inh: -1%; DRD3 antagonist: 4; EPAC2 agonist: 4%; EPAC2 antag: 2%; CCT modulator: -2.1; D3 ag: 1; PTHR1 agonist: -4%; pAkt inh: inactive

What do the screens show for `CC(C)Oc1cc(F)ccc1-c1cc(C(=O)NCCc2ccncc2)[nH]n1`?
DRD3 antagonist: -22; EPAC2 agonist: 5%; EPAC2 antag: 9%; CCT modulator: -1.8; D3 ag: -9; PTHR1 agonist: 0%; pAkt inh: inactive

What do the screens show for `CC(=O)Nc1cccc(-c2ccnc3c2CC(C)(C(=O)NCCC(F)(F)F)O3)c1` (stereo not drawn)?
DRD3 antagonist: -2; EPAC2 agonist: 6%; EPAC2 antag: 1%; CCT modulator: 1.1; D3 ag: -2; PTHR1 agonist: -43%[inhibitor]; pAkt inh: inactive

How did O=C(C1CCN(S(=O)(=O)c2ccccc2F)CC1)N1CCCC1 do in these assays?
MmCpn inh: 0%; DRD3 antagonist: -22; EPAC2 agonist: 13%; EPAC2 antag: -15%; CCT modulator: -2.5; D3 ag: -1; PTHR1 agonist: 3%; pAkt inh: inactive

What do the screens show for `CN1CCC(=O)N(CCOc2ccccc2)CC1`?
MmCpn inh: 1%; DRD3 antagonist: inconclusive; EPAC2 agonist: 1%; EPAC2 antag: 4%; CCT modulator: -0.6; D3 ag: -40; PTHR1 agonist: inactive; pAkt inh: inactive

How did O=C(CN1CCN(Cc2ccccc2)CC1)NCCNc1ccc([N+](=O)[O-])cn1 do in these assays?
MmCpn inh: 2%; DRD3 antagonist: -19; EPAC2 agonist: 8%; EPAC2 antag: 6%; CCT modulator: -8.6; D3 ag: -5; PTHR1 agonist: inactive; pAkt inh: inactive

How did COc1ccc(C2(C(=O)N3CCC(n4nc(-c5ccccc5)oc4=O)CC3)CC2)cc1 do in these assays?
MmCpn inh: 1%; DRD3 antagonist: 11; EPAC2 agonist: 13%; EPAC2 antag: -3%; CCT modulator: 0.0; D3 ag: -2; PTHR1 agonist: -1%; pAkt inh: inactive

What do the screens show for `O=c1[nH]c(-c2ccccn2)nc(C(F)(F)F)c1Br`?
MmCpn inh: -12%; DRD3 antagonist: -30; EPAC2 agonist: 4%; EPAC2 antag: 0%; CCT modulator: -2.2; D3 ag: -9; PTHR1 agonist: -2%; pAkt inh: inactive

What do the screens show for `COc1ccc(-c2nn(-c3ccccc3)cc2/C=C/C(=O)OCC(=O)Nc2cccc(C#N)c2)cc1`?
MmCpn inh: 0%; DRD3 antagonist: -6; EPAC2 agonist: -1%; EPAC2 antag: 14%; CCT modulator: 0.8; D3 ag: -5; PTHR1 agonist: inactive; pAkt inh: inactive

Results for OC(CN1CCN(C(c2ccccc2)c2ccccc2)CC1)c1ccc(Br)cc1 (stereo not drawn) ?
MmCpn inh: -1%; DRD3 antagonist: -20; EPAC2 agonist: 4%; EPAC2 antag: 1%; CCT modulator: 1.0; D3 ag: 1; PTHR1 agonist: -6%; pAkt inh: inactive

How did Cc1cc(Cl)ccc1OCCCC(=O)NCc1ccncc1 do in these assays?
MmCpn inh: 2%; DRD3 antagonist: -2; EPAC2 agonist: 12%; EPAC2 antag: 13%; CCT modulator: -2.9; D3 ag: -33; PTHR1 agonist: -18%; pAkt inh: inactive

Results for COc1ccc(CCN2C(=O)COc3ccccc3C2C(=O)NC(C)(C)C)cc1OC (stereo not drawn) ?
DRD3 antagonist: 6; EPAC2 agonist: 6%; EPAC2 antag: 9%; CCT modulator: 2.2; D3 ag: 4; PTHR1 agonist: 23%; pAkt inh: inactive

How did C/C(=N\NC(=S)Nc1cc(S(=O)(=O)N2CCOCC2)ccc1Cl)c1ccc(N2CCOCC2)cc1 do in these assays?
MmCpn inh: -2%; DRD3 antagonist: -11; EPAC2 agonist: 6%; EPAC2 antag: 11%; CCT modulator: -4.0; D3 ag: -1; PTHR1 agonist: -18%; pAkt inh: inactive

What do the screens show for `COc1ccc(NC(=O)CN(C)C(=O)C2CC(=O)N(Cc3ccc(C)cc3)C2)cc1` (stereo not drawn)?
MmCpn inh: 2%; DRD3 antagonist: 14; EPAC2 agonist: 7%; EPAC2 antag: 3%; CCT modulator: 0.8; D3 ag: 1; PTHR1 agonist: inactive; pAkt inh: inactive

Results for CSc1ccc(CNC(=O)CCn2ccc3cc(S(=O)(=O)N4CCCC4)ccc32)cc1 ?
MmCpn inh: 2%; DRD3 antagonist: 7; EPAC2 agonist: -1%; EPAC2 antag: -6%; CCT modulator: 0.0; D3 ag: -3&-5; PTHR1 agonist: -10%&-19%; pAkt inh: inactive

What do the screens show for `Cc1ccc(NC(=O)CSc2nc3ccccc3c(=O)n2CCCC(=O)NCCCN2CCOCC2)cc1C`?
MmCpn inh: -5%; DRD3 antagonist: -7; EPAC2 agonist: 12%; EPAC2 antag: 3%; CCT modulator: -3.0; D3 ag: -4; PTHR1 agonist: inactive; pAkt inh: inactive

How did NC(N)=NC1=NC(=O)C(Cc2ccccc2Cl)S1 (stereo not drawn) do in these assays?
MmCpn inh: -7%; DRD3 antagonist: -13; EPAC2 agonist: 2%; EPAC2 antag: 1%; CCT modulator: -1.9; D3 ag: 7; PTHR1 agonist: -3%; pAkt inh: inactive

What do the screens show for `Cc1ccc(CN(CC(=O)NCc2ccccn2)S(=O)(=O)c2ccccc2)cc1`?
MmCpn inh: 1%; DRD3 antagonist: 3; EPAC2 agonist: 0%; EPAC2 antag: -8%; CCT modulator: 2.3; D3 ag: 11; PTHR1 agonist: inactive; pAkt inh: inactive

What do the screens show for `CCCNC(=O)c1cccc(C(F)(F)F)c1`?
MmCpn inh: 4%; DRD3 antagonist: 13; EPAC2 agonist: 6%; EPAC2 antag: -5%; CCT modulator: -1.5; D3 ag: -16; PTHR1 agonist: inactive; pAkt inh: inactive

What do the screens show for `Cc1ccc(Cn2c(=O)n(-c3ccccc3)c(=O)c3ccc(C(=O)NCc4ccco4)cc32)cc1`?
MmCpn inh: -1%; DRD3 antagonist: -27; EPAC2 agonist: -5%; EPAC2 antag: 4%; CCT modulator: 0.4; D3 ag: -6&4; PTHR1 agonist: 3%; pAkt inh: inactive

How did CS(=O)(=O)N(CC(=O)N1CCCC1)c1cc(Cl)c(Cl)cc1Cl do in these assays?
MmCpn inh: 4%; DRD3 antagonist: -8; EPAC2 agonist: 4%; EPAC2 antag: -2%; CCT modulator: 0.1; D3 ag: 19; PTHR1 agonist: 24%[57.5 µM]; pAkt inh: inactive

What do the screens show for `Cc1ccc(S(=O)(=O)N2CCN(C(=O)COC(=O)COc3ccccc3C(C)C)CC2)c(C)c1`?
DRD3 antagonist: -6; EPAC2 agonist: 5%; EPAC2 antag: 4%; CCT modulator: -0.7; D3 ag: -2; PTHR1 agonist: -12%; pAkt inh: inactive

Results for CC(c1ccccc1)N(CCC(c1ccccc1)C1CCOC(C)(C)C1)C(=O)c1ccco1 (stereo not drawn) ?
MmCpn inh: 1%; DRD3 antagonist: 25; EPAC2 agonist: 5%; EPAC2 antag: -9%; CCT modulator: -0.3; D3 ag: -4; PTHR1 agonist: -8%; pAkt inh: inactive

What do the screens show for `Cc1ccc2nc(C3CCCCC3)[nH]c2c1`?
MmCpn inh: 0%; DRD3 antagonist: -20; EPAC2 agonist: 5%; EPAC2 antag: 8%; CCT modulator: -1.5; D3 ag: -4; PTHR1 agonist: inactive; pAkt inh: inactive

What do the screens show for `COCCCNc1nc(-c2ccc(Cl)cc2)nc2ccccc12`?
MmCpn inh: 1%; DRD3 antagonist: 30; EPAC2 agonist: 12%; EPAC2 antag: -3%; CCT modulator: -2.6; D3 ag: -9; PTHR1 agonist: -12%; pAkt inh: inactive

What do the screens show for `CCCCCc1cc(=O)oc2c(C(CCN3CCN(c4ccccc4)CC3)c3ccc4c(c3)OCO4)c(OC)cc(OC)c12` (stereo not drawn)?
MmCpn inh: 0%; DRD3 antagonist: -69*; EPAC2 agonist: 13%; EPAC2 antag: 3%; CCT modulator: -0.7; D3 ag: -41; PTHR1 agonist: -16%; pAkt inh: inactive

3 structures already listed, ordered by molar mass, low to high:
What do the screens show for `CCCNC(=O)c1cccc(C(F)(F)F)c1`?
MmCpn inh: 4%; DRD3 antagonist: 13; EPAC2 agonist: 6%; EPAC2 antag: -5%; CCT modulator: -1.5; D3 ag: -16; PTHR1 agonist: inactive; pAkt inh: inactive

What do the screens show for `Cc1ccc(CN(CC(=O)NCc2ccccn2)S(=O)(=O)c2ccccc2)cc1`?
MmCpn inh: 1%; DRD3 antagonist: 3; EPAC2 agonist: 0%; EPAC2 antag: -8%; CCT modulator: 2.3; D3 ag: 11; PTHR1 agonist: inactive; pAkt inh: inactive

How did C/C(=N\NC(=S)Nc1cc(S(=O)(=O)N2CCOCC2)ccc1Cl)c1ccc(N2CCOCC2)cc1 do in these assays?
MmCpn inh: -2%; DRD3 antagonist: -11; EPAC2 agonist: 6%; EPAC2 antag: 11%; CCT modulator: -4.0; D3 ag: -1; PTHR1 agonist: -18%; pAkt inh: inactive

Assay outcomes: PubChem BioAssay, National Center for Advancing Translational Sciences (NCATS)
